# A3A deaminase: inhibitors of human APOBEC3A DNA deaminase; P31941; recombinant A3A, FAM/TAMRA ssDNA deamination fluorescence; inhibition, % at 20 µM; 330,000 compounds, 0.41% hits; AID 493011;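 active = at least 40% inhibition at 20 µM here, with at most 30% in a related deaminase screen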;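 note: plate controls were A3A with DMSO for no effect and wells lacking A3A enzyme for full effect; some results filed as inactive read as strong as hits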
# Target sequence (P31941 whole entry, looked up): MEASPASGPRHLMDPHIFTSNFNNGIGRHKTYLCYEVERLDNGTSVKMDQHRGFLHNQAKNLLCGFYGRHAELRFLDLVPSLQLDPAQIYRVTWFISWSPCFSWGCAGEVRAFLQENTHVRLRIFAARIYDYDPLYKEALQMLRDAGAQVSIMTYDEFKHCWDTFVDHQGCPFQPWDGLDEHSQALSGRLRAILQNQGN
# mIAP act: mouse IAP activation | muIAP, CDP-Star luminescence, 30 min; stronger effect = higher value; 1 = vehicle-only enzyme signal, 0 = enzyme-free wells | activation factor at 10 µM | 330,000 compounds, 0.24% hits;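 active = activation factor of at least 2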; note: the source names both 10 and 20 µM as test concentration; values of inactives mirror those of a sister screen read the other way
#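 Assay system: mouse IAP enzyme; reagent: chemiluminescent substrate CDP-Star; dosing: test compounds delivered from DMSO solution; schedule: 30 min at room temperature; measured by: luminescence from enzymatic CDP-Star hydrolysis; controls: DMSO-only wells and no-enzyme negative control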
# SENP1 FRET inh: inhibitors of human SENP1 SUMO protease catalytic domain; 360,000 compounds, 0.21% hits; inhibition, % at 10 µM; recombinant SENP1 catalytic domain, CyPet-SUMO1-YPet FRET cleavage;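 active = inhibition at least 30% at 10 µM, raw YFP signal under a set limit, fluorescence ratio 0.5 to 1.5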;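 note: 0% = enzyme with DMSO and 100% = no enzyme wells; some results filed as inactive read as strong as hits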
# Target sequence (Q9P0U3 419-644 limits assumed): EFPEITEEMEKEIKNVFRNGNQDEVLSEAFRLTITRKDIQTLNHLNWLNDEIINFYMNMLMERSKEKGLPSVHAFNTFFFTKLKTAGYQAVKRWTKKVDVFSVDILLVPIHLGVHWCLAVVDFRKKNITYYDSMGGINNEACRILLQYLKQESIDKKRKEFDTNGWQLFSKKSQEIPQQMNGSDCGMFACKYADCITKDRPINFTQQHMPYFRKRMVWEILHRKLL
#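 Compound: 10 µM single point, 0.5% DMSO; Test system: hSENP1 catalytic domain, recombinant; Timing: 50 min reaction at room temperature; Technique: FRET, CFP and YFP emission; Control set: no-enzyme wells low, DMSO-plus-enzyme wells high control.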
# beta cell repl: MIN6 beta-cell proliferation induction; MIN6 cells proliferation, ATPlite luminescence, 48 h; cells starved in 0.2% serum; 100% = growth in 10% serum; proliferation, % at 10 µM; 330,000 compounds, 0.29% hits; AID 2380;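 active = compounds whose signal lies at least 3.5 SD above the mean of all wells on their plate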;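 note: 0% = DMSO-treated cells in low-serum medium and 100% = 10% serum control; some compounds called inactive have numbers as strong as hits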
# NALP3 yeast inh: blocks the NALP3 inflammasome reconstituted in yeast | Yeast reconstituted NLRP3/ASC/caspase-1, beta-gal luminescence, 24 h | inhibition, % at 10 µM | 330,000 compounds, 0.39% hits | AID 2825;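 active = inhibition of 50% or more; inactive = inhibition below 50%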;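 note: plate controls were induced DMSO wells for no effect and uninduced yeast grown without galactose for full effect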
# hIAP block: human IAP inhibition | AID 2544 | P09923 | 330,000 compounds, 0.12% hits | inhibition, % at 10 µM | purified IAP, CDP-Star luminescence, 30 min;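 active = inhibition reaching a set limit with compound at 10 µM in the primary screen, cut at about 35% in these data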;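 note: plate controls were DMSO wells with enzyme for no effect and no-enzyme buffer wells for full effect; values of inactives mirror those of a sister screen read the other way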
# APOBEC3G inh: inhibitors of human APOBEC3G DNA deaminase; recombinant A3G, ssDNA deamination FAM/TAMRA fluorescence; inhibition, % at 20 µM; 330,000 compounds, 0.28% hits; AID 493012;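 active = inhibition of at least 40% at 20 µM, with no more than 30% in the related APOBEC3A deaminase screen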;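 note: plate controls were DMSO wells with A3G for no effect and wells lacking A3G enzyme for full effect; some compounds called inactive have numbers as strong as hits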
# Target sequence (Q9HC16 whole entry, looked up): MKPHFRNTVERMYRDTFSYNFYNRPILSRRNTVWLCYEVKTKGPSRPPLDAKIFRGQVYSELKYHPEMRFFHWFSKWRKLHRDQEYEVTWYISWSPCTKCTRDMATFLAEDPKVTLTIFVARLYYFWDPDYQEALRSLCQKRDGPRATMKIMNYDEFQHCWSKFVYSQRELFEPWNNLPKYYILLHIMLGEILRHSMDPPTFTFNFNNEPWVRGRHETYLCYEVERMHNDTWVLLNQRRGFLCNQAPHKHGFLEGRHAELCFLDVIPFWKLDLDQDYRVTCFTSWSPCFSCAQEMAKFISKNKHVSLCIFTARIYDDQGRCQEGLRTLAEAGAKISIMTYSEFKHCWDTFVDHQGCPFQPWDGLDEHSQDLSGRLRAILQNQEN
# hIAP act: increases human intestinal alkaline phosphatase activity; purified human IAP, CDP-Star luminescence, 30 min; stronger effect = higher value; 1 = vehicle-only enzyme, 0 = enzyme-free background; activation factor at 10 µM; 330,000 compounds, 0.16% hits;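 active = activation factor of the enzyme at least 2-fold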; note: the source names both 10 and 20 µM as test concentration; values of inactives mirror those of a sister screen read the other way
# mIAP block: mouse IAP inhibition. inhibition, % at 10 µM. 330,000 compounds, 0.2% hits. purified mouse IAP, CDP-Star luminescence, 30 min. AID 2806;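 active = inhibition of at least 40% at 10 µM in the primary screen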;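 note: plate controls were DMSO with enzyme for no effect and no enzyme wells for full effect; values of inactives mirror those of a sister screen read the other way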
# An asterisk follows results filed as active; · = not tested or not shown. The list is partial, so the mix of outcomes need not match the whole.
cpd	mol	A3A deaminase	mIAP act	SENP1 FRET inh	beta cell repl	NALP3 yeast inh	hIAP block	APOBEC3G inh	hIAP act	mIAP block
1	Cc1ccc(S(=O)(=O)Nc2c(C)n(C)n(-c3ccccc3)c2=O)cc1C(=O)NCc1ccccc1	0	1	1	4	21	1	-6	0.99	-2
2	Cc1cc(NC(=O)CON=C(N)CC(=O)Nc2ccccc2Cl)ccc1Br	1	0.89	-7	3	10	5	2	0.95	11
3	COc1ccc(/C=C/C(=O)Oc2cc(O)cc(O)c2)cc1	-3	0.92	0	-7	14	-2	-8	1	8
4	COc1ccc(N(CC(=O)Nc2cc(C)on2)S(=O)(=O)c2cc(C)ccc2C)cc1	0	1.1	-2	-2	21	12	-3	0.88	-7
5	CCOc1ccc2nc(Cl)c(C3CC(c4ccccc4)=NN3C(=O)c3cccs3)cc2c1 (stereo not given)	0	0.86	0	-6	12	14	-2	0.85	14
6	Cc1cccc(C)c1OCC(=O)NNC(=O)CCNC(=O)c1ccco1	12	0.96	0	0	14	-27	-4	1.3	4
7	O=C1[C@H]2[C@@H](c3ccc(F)cc3)N3C(=O)N(c4cccc(Cl)c4)C(=O)[C@@]3(Cc3ccc(Cl)cc3)[C@H]2C(=O)N1C1CCCCC1	1	1	1	-8	5	-1	3	1	0
8	O=S(=O)(NCCSc1nc2ccccc2o1)c1ccccc1	-2	1.1	-1	-2	17	21	-6	0.79	-15

# Compound profiles, as listed above.
# Entry for CCOc1ccc2nc(Cl)c(C3CC(c4ccccc4)=NN3C(=O)c3cccs3)cc2c1 (stereo not given) : A3A deaminase = 0; mIAP act = 0.86; SENP1 FRET inh = 0; beta cell repl = -6; NALP3 yeast inh = 12; hIAP block = 14; APOBEC3G inh = -2; hIAP act = 0.85; mIAP block = 14
# Entry for Cc1cccc(C)c1OCC(=O)NNC(=O)CCNC(=O)c1ccco1 : A3A deaminase = 12; mIAP act = 0.96; SENP1 FRET inh = 0; beta cell repl = 0; NALP3 yeast inh = 14; hIAP block = -27; APOBEC3G inh = -4; hIAP act = 1.3; mIAP block = 4
# Entry for COc1ccc(/C=C/C(=O)Oc2cc(O)cc(O)c2)cc1 : A3A deaminase = -3; mIAP act = 0.92; SENP1 FRET inh = 0; beta cell repl = -7; NALP3 yeast inh = 14; hIAP block = -2; APOBEC3G inh = -8; hIAP act = 1; mIAP block = 8

# More records.
cpd	mol	A3A deaminase	mIAP act	SENP1 FRET inh	beta cell repl	NALP3 yeast inh	hIAP block	APOBEC3G inh	hIAP act	mIAP block
9	O=C(CN1CCCC1)N1c2ccccc2Sc2ccc(C(F)(F)F)cc21	2	1.1	1	0	14	-14	-2	1.1	-10
10	O=C(Cn1nnc2ccccc21)Nc1ccccc1[N+](=O)[O-]	3	0.95	2	-1	0	3	0	0.97	5
11	O=C(c1cnccn1)N1CCc2c([nH]c3ccccc23)C1c1cccc(Cl)c1 (stereo not given)	-3	0.93	-10	4	-3	-15	-6	1.2	7
12	CC/C(=N\NC(=O)C1CC1)c1cccc(Cl)c1	2	1.1	2	0	2	-3	-7	1	-7
13	COc1ccccc1-n1c(SCC(=O)Nc2cccc(C(=O)O)c2)nnc1-c1ccccc1O	-5	0.93	1	-2	13	-19	-7	1.2	7
14	O=C(NNC(=O)C1CC2CCC1C2)c1sc2ccccc2c1Cl (stereo not given)	-1	0.96	0	2	32	30	-2	0.7	4
15	COC(=O)C1=C(C)Nc2nc(SCc3ccccc3)[nH]c(=O)c2C1c1cccs1 (stereo not given)	-1	0.96	-2	-2	11	4	-4	0.96	4
16	COc1ccc(C2Nc3ccccc3C(=O)N2NS(=O)(=O)c2ccc(C)cc2)c(OC)c1 (stereo not given)	-1	1	-1	0	15	-6	-6	1.1	-4
17	Cc1ccccc1-n1nc(CSc2nc3ccccc3[nH]2)c(-c2ccccc2)c1N	-3	1.4	-1	-1	5	-59	-10	1.6	-40
18	Cn1c(CNc2ccc(Cl)cc2)nnc1SCCN1CCCCC1	-3	0.99	3	-2	3	-11	-7	1.1	1
19	Cc1ccc(N(C(C)C(=O)Nc2ccccc2C(=O)N2CCOCC2)S(C)(=O)=O)cc1C (stereo not given)	-2	1	2	5	14	5	-5	0.95	-2
20	OCc1cnc(SCc2ccccc2)n1Cc1ccccc1	0	0.93	-1	1	14	0	-4	1	7
21	COc1ccc2cc(CN(Cc3cccnc3)Cc3nnnn3Cc3ccccc3)c(=O)[nH]c2c1	1	0.97	·	-2	-7	20	-2	0.81	3
22	NC(=O)c1ccsc1NC(=O)COC(=O)c1cnccn1	5	1	-4	-4	15	1	4	0.99	0
23	CC(=O)Nc1cccc(Oc2ccc3c(c2)C(=O)N(CCC(=O)O)C3=O)c1	-1	1.1	-3	-1	-6	-14	-1	1.1	-5
24	Cc1cccc(NC(=O)N2CCC(c3nc4ccccc4o3)CC2)c1	0	0.9	-1	-2	23	7	-6	0.93	10
25	O=c1c2c([N+](=O)[O-])cc([N+](=O)[O-])cc2nc2ccccn12	6	0.92	7	-5	9	-9	8	1.1	8
26	O=C(CCS(=O)(=O)c1ccc(F)cc1)Nc1nc(-c2ccccn2)cs1	1	0.94	-3	-4	9	7	0	0.93	6
27	CC(C)(C)NS(=O)(=O)CC12CCC(CC1=O)C2(C)C (stereo not given)	2	1.1	1	1	14	16	1	0.84	-6
28	Cc1ccc(SCCC(=O)N/N=C/c2ccccc2O)cc1	-2	0.81	-5	-6	1	-58	-2	1.6	19
29	CCC(=O)N=C1SC2CS(=O)(=O)CC2N1c1cccc(OC)c1 (stereo not given)	0	0.95	0	4	5	2	0	0.98	5
30	CCOc1ccc(N(CC(N)=O)S(=O)(=O)c2ccc(F)cc2)cc1	-3	1	1	-2	7	13	-4	0.87	0
31	COc1ccc(NC(=O)Cc2c(F)cccc2Cl)c(OC)c1	6	1	2	0	7	-5	-2	1	-2
32	CCOc1c(C)cnc2c1c(=O)n(Cc1ccc(Cl)cc1)c(=O)n2C	2	0.92	-8	-3	24	0	1	1	8

# Fetched by structure from the entries so far (two):
cpd	mol	A3A deaminase	mIAP act	SENP1 FRET inh	beta cell repl	NALP3 yeast inh	hIAP block	APOBEC3G inh	hIAP act	mIAP block
25	O=c1c2c([N+](=O)[O-])cc([N+](=O)[O-])cc2nc2ccccn12	6	0.92	7	-5	9	-9	8	1.1	8
31	COc1ccc(NC(=O)Cc2c(F)cccc2Cl)c(OC)c1	6	1	2	0	7	-5	-2	1	-2

# (further entries)
cpd	mol	A3A deaminase	mIAP act	SENP1 FRET inh	beta cell repl	NALP3 yeast inh	hIAP block	APOBEC3G inh	hIAP act	mIAP block
33	CCCCOCC1CC(CC#CCN2CCCCC2)C(=O)O1 (stereo not given)	2	1	2	-3	6	4	-3	0.96	-4
34	CCOC(=O)c1c(NC(=O)c2ccoc2C)sc(C(=O)N(C)C)c1C	-1	0.94	-7	2	10	-1	-5	1	6
35	CC(C)(C)C(=O)Oc1cc(N)n(S(=O)(=O)c2ccccc2)n1	2	0.9	4	-2	14	6	2	0.94	10
36	CN(C)/C=N/C(=S)Nc1ccc(F)cc1	-3	0.95	-1	-1	8	-4	-2	1	5
37	Cc1cc(N2CCCC2)nc2ccc(NC(=S)NCCCOC(C)C)cc12	4	0.88	-33	-1	7	-15	-8	1.1	12
38	COc1ccc(CNC(=O)CN2C(=O)COc3ccc(S(=O)(=O)N4CCCCC4)cc32)cc1	-3	1	3	-3	7	-21	-3	1.2	-2
39	COc1ccccc1OCC(=O)NNC(=O)CCCC(=O)NNC(=O)COc1ccccc1OC	-6	0.85	2	0	12	24	-1	0.77	15
40	CN(C)S(=O)(=O)c1cc(NC(=O)C2=COCCO2)ccc1Cl	-6	1.1	2	-3	10	12	-5	0.88	-10
41	COc1ccc(CCNC(=O)c2nnn(CC(=O)Nc3ccccc3C)c2N)cc1OC	-1	1.1	2	1	27	-4	-2	1	-6
42	Cc1cc(C)n(CC(C)NCc2c(C(=O)N3CCOCC3)nc3c(C)cccn23)n1 (stereo not given)	3	0.94	-3	-2	-3	14	-2	0.86	6
43	CCOC(=O)N1CCC(NC(=O)CSc2cc(=O)n(C)c3ccccc23)CC1	0	1	0	-2	10	9	-2	0.91	-2
44	CCC(=O)Nc1nc(C)c(C(=O)NC2CCCCC2)s1	-7	1	0	1	-6	-7	-6	1.1	-4
45	CN(C)c1ccc(/C=N/NC(=O)COc2ccccc2)cc1	-2	0.9	0	-1	2	1	-4	0.99	10
46	Cc1ccc(CN(C)C(=O)c2cccc(S(=O)(=O)N3CCc4ccccc43)c2)cc1	-1	1	3	-5	17	4	-4	0.96	0
47	O=C1C2C3C=CC(C3)C2C(=O)N1CCc1ccccc1 (stereo not given)	0	1.1	1	1	9	-1	-1	1	-7
48	CCc1ccc(C(=O)NNC(=O)c2cc(S(=O)(=O)N(C)C)ccc2N2CCCC2)cc1	-4	1	1	-3	-4	-76	-6	1.8	-1
49	NC(=O)c1cc[n+](Cc2ccccc2Cl)cc1	1	1	3	-1	4	-1	0	1	0
50	CC(=O)Nc1ccc(OS(=O)(=O)c2ccc(C)cc2C)cc1	0	1.1	3	-2	34	12	-3	0.88	-8
51	CC1(c2ccc(Cl)cc2)NC(=O)N(CC(=O)NC(=O)NCc2ccco2)C1=O (stereo not given)	1	0.96	0	-1	-1	3	-4	0.97	4
52	CC(C)C(=O)C1=Cc2cccc([N+](=O)[O-])c2OC1N1CCOCC1 (stereo not given)	1	0.86	-22	-2	22	10	-3	0.9	14
53	CC(C)(C)c1ccc(C2(C)NC(=O)N(CC(=O)Nc3ccc4c(c3)OCO4)C2=O)cc1 (stereo not given)	-3	1.1	2	-1	6	7	-4	0.93	-8
54	Cc1ccc(NC(=O)CSc2nnc(-c3ccc(S(=O)(=O)N4CCOCC4)cc3)n2C)cc1	-2	0.91	1	0	-18	10	-7	0.9	9
55	CC(C)(C)c1ccc(C(=O)Nc2ccc(C(=O)N3CCCC3)cc2)cc1	4	1	0	-2	16	0	-2	1	-2
56	NC(=NC(=O)c1cccc(C(F)(F)F)c1)c1ccc(C(F)(F)F)cn1	-1	1	-1	0	-4	4	-9	0.96	-2
57	COc1cc(CNC2CCCCCCC2)cc(Br)c1OCC#N	-2	0.97	-3	0	22	-2	-6	1	3
58	O=c1[nH]c(CN2CCN(C/C=C/c3ccccc3)CC2)nc2cc(Cl)ccc12	3	0.87	-4	-3	24	8	-2	0.92	13
59	CCCC(C)NC(=O)c1ccccc1SC (stereo not given)	-2	1	3	1	-4	-6	-9	1.1	-3
60	O=[N+]([O-])c1ccc(OCn2cncn2)cc1	-2	0.93	1	-1	3	2	-7	0.97	7
61	O=C(CCCN1C(=O)/C(=C\c2ccccc2)SC1=S)Nc1ccccc1O	2	0.79	3	-3	9	13	-4	0.87	21

# High-throughput results (PubChem BioAssay)
